Bioassay records as filed in PubChem BioAssay.
Mito fusion act = mitochondrial division inhibition or fusion activation. S. cerevisiae fusion-defective mutant growth rescue, CellTiterGlo 48 h. hit rate 0.23% among 320,000. AID 485298. Potency, µM (top dose mostly 46.1 µM), for inactives: top-dose growth rescue (activation), usual class: activators;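 further: potency means the concentration at half of the fitted maximal effect; % of control where 0% means no effect; nearly all actives have a fitted effect of over 45% in size; temperature-sensitive fusion mutants such as fzo1-1 at 37 °C on non-fermentable ethanol glycerol medium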
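Compounds are tested for their ability to restore growth of mitochondrial fusion-defective yeast strains at non-permissive 37C in YPEG medium over 48 hours. Viability is quantified by luciferase luminescence.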
TCR activator = activates T cell receptor signaling; primary human leukocytes, anti-CD3, IL-2 HTRF, 48 h; Potency, µM (top dose mostly 9.22 µM), for the others: at the top dose activation of IL-2 secretion, actives largely listed as activators; 330,000 tested, under 10 active; further: % of control where 0% means no effect
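TCR engagement came from a-CD3 beads alone, with compounds added to primary human leukocytes for 48 hr. Secreted IL-2 bridged europium cryptate- and d2-labelled anti-IL-2 antibodies, giving FRET emission at 665nm after 320nm excitation.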
KCNH2 3.1 inh = KCNH2 3.1 (human) potassium channel inhibition | U2OS KCNH2 3.1, thallium flux FluxOr; stronger effect = lower value | activity change, % (tested at about 1.8 µM) | hit rate 0.95% among 340,000;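 active means maximum activity change below -70%; inconclusive means maximum activity change from -70% to -50%; inactive means maximum activity change above -50%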;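 further: thallium influx rate constant from kinetic fluorescence after stimulation buffer; on the % scale 0 is the no-effect control and ±100 the full control effect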
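Kinetic fluorescence (2 min after stimulation buffer) measures Tl+ influx through KCNH2 3.1 expressed by viral transduction in U2OS cells; the rate constant is normalized against DMSO controls serving as positive and negative references.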
ELG1 repair inh = ELG1-dependent DNA repair inhibition; HEK293T ELG1-luciferase reporter, luminescence, 16 h; DNA damage induced by 5-fluorouridine; hit rate 2.3% among 330,000; Potency, µM (series often up to 46.1 µM), inactives show at the top dose activity change, negative = inhibition, hits mostly inhibitors; further: potency means the concentration at half of the fitted maximal effect; on the % scale 0 is the no-effect control and ±100 the full control effect; nearly all actives have a fitted effect of over 55% in size
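Step one: seed 2,000 cells per well. Step two: pin-transfer compound or DMSO alongside 5-fluorouridine. Step three: incubate 16 hr, 37 °C, 5% CO2. Step four: add ONE-Glo, wait 30 min, read luminescence.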
USP2a block = USP2a (human) protease inhibition; O75604; USP2 core, Ub-CHOP2 coupled fluorogenic reporter, 485/531; Potency, µM (titrated, usually from 38.3 µM), for inactives: top-dose activity change, negative = inhibition, most hits filed as inhibitors; hit rate 0.01% among 330,000;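 further: potency means the concentration at half of the fitted maximal effect; plate controls were DMSO wells for no effect and full inhibition by NEM control for full effect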
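USP2 core (10nM final) preincubated 30min RT with compound in 20mM Tris-HCl pH 8.0, 2mM CaCl2, 2mM beta-mercaptoethanol, 0.05% CHAPS; 25nM Ub-CHOP2 plus 25nM reporter substrate added, fluorescence (Ex485/Em531) read after 60min.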
TSHR antagonist = blocks TSH signaling through the human TSH receptor; activity change, negative = inhibition, % at 11.5 µM; hit rate 0.2% among 330,000; P16473; TSHR-expressing cells, TSH-stimulated cAMP HTRF, 2 h; stronger effect = lower value;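 active means activity change below a set negative limit, meaning inhibition stronger than a set level, cut at about -70% in these data; inconclusive means activity change between two set negative limits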; further: on the % scale 0 is the no-effect control and ±100 the full control effect
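Cell-based HTRF cAMP assay; TSHR cells + compound, TSH EC80 (4nM final), 2 h, 37 deg C. Lysis with anti-cAMP cryptate and cAMP-d2, 30 min RT, read 665/620 nm.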
hERG WT inh = inhibitors of human wildtype KCNH2 potassium channel. Q12809. activity change, % at 1.84 µM. AID 720551. hit rate 0.37% among 340,000. U2OS, BacMam KCNH2, thallium flux FluxOr; stronger effect = lower value;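 active means maximum activity change below -70%; inconclusive means maximum activity change between -70% and -50%; inactive means maximum activity change above -50%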; further: on the % scale 0 is the no-effect control and ±100 the full control effect
Target sequence (Q12809 whole entry, looked up): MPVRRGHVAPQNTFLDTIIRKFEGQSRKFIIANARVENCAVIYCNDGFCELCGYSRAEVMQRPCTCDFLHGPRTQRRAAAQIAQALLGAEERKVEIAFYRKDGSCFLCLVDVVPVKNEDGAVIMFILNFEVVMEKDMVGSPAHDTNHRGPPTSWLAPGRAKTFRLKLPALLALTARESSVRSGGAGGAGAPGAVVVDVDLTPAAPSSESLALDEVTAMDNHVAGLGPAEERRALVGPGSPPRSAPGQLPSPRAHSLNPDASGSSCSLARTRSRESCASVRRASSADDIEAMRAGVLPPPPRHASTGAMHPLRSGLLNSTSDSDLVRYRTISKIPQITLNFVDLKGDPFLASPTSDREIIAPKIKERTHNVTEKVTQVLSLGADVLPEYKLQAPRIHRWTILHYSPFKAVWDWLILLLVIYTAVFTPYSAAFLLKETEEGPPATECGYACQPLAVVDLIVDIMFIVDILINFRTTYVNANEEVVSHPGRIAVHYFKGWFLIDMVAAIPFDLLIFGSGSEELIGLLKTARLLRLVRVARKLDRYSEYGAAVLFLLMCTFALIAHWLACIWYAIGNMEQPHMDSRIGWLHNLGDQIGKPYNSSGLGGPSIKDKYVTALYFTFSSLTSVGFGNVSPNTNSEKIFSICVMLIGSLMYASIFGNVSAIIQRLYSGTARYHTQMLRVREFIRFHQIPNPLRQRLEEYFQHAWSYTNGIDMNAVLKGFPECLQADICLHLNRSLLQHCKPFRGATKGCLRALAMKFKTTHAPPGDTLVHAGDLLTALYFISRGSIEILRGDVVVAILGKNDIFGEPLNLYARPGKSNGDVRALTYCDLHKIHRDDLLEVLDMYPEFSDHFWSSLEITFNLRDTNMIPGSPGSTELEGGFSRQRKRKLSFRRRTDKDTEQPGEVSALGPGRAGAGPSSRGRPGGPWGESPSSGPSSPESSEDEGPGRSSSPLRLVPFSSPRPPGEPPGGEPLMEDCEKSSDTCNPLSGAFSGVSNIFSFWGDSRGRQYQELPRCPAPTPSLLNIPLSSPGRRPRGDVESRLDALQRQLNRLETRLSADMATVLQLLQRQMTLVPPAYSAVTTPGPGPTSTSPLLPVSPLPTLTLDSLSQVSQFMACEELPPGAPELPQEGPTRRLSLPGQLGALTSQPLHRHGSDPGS
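U2OS cells transduced with wild-type KCNH2 virus are loaded with FluxOr dye for 45 min, and thallium flux is measured in kinetic reads before and after stimulation buffer. Rate constants are normalized to DMSO controls.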
Eya2 inh = Eya2 (human) phosphatase inhibition; Potency, µM (highest dose often 76.9 µM), inactives show at the highest dose activity, negative = inhibition, most hits filed as inhibitors; hit rate 0.006% among 330,000; recombinant Eya2, OMFP fluorescence dephosphorylation (OMFP is methylfluorescein phosphate); further: potency means the concentration at half of the fitted maximal effect; on the % scale 0 is the no-effect control and ±100 the full control effect
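Eya2 (0.2 uM) preincubated 10 min at ambient with compound, then OMFP substrate added at 50 uM; 10 min reaction in 50 mM HEPES pH 7.5, 50 mM NaCl, 5 uM MgCl2, 0.05% BSA, 1 mM DTT. Fluorescence read at Ex 485/Em 525 nm.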
A-T KAP1 phos = candidate therapy for ataxia-telangiectasia. […] A-T fibroblasts, KAP-1 phosphorylation AlphaLISA; neocarzinostatin DNA damage 30 min before lysis. Potency, µM (series often up to 57.5 µM), for the others: top-dose activation, actives largely listed as activators. AID 485349. hit rate 0.19% among 320,000; further: potency means the concentration at half of the fitted maximal effect; % of control where 0% means no effect; nearly all actives have a fitted effect of over 45% in size
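hTERT-immortalized A-T patient fibroblasts ([…]), 500 cells/well in OPTI-MEM, 1% FBS, got compounds for 60 min, then NCS for 30 min at 37C. Lysates were then assayed for phospho-KAP-1 by AlphaLISA (anti-pKAP1 donor, anti-KAP1 acceptor beads), 6 hr at 25C.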
TRPV1 agonist = activates the human vanilloid receptor TRPV1 | AID 540275 | Q8NER1 | TRPV1-expressing cells, Fluo-8 calcium influx, agonist mode | hit rate 0.19% among 320,000 | activation, % at 8.33 µM; in the data active means activation above about 80%; inconclusive means between about 30% and that limit; further: 0% is about no effect
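Fluo-8 calcium influx in TRPV1-expressing cells, kinetic read (ex 480/em 520 nm). Compound added and read 3 min for agonist activity, followed by capsaicin at EC20 final and 2 min further read for enhancement.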
An asterisk follows results filed as active; i = inactive; ? = inconclusive; . = not tested or not shown; [ ] = remark or other dose. Unless noted, the call rests on the fitted dose curve; in most records, active means well fitted curve in the direction sought with a large enough effect; inconclusive means small, poorly fitted or top-dose-only effect, or another doubt; inactive means no such curve, though single readings can be large; an effect the other way counts as inactive or inconclusive. Only part of the results is shown; count on the stated rates, not on these rows.

SMILES	Mito fusion act	TCR activator	KCNH2 3.1 inh	ELG1 repair inh	USP2a block	TSHR antagonist	hERG WT inh	Eya2 inh	A-T KAP1 phos	TRPV1 agonist
CN(C)c1nc(SCc2ccc(Cl)cc2)nc2c1CCCC2	18.5%	3.6%	5.3	8.9%	-0.5%	-18.2	12.1	-0.4%	23.5%	5.9
CN(C)c1ccc(/C=N/N2CCN(c3ccccn3)CC2)cc1	-2.5%	-7.2%	10.2	?	1.6%	-2.6	-20.9	-28.6%	-14.6%	-4.7
CCC(C(=O)Nc1ncc(C)s1)c1ccccc1 (configuration not stated)	3.6%	2.5%	7.2	-6.8%	0.0%	3.5	9.2	8.0%	1.9%	3.5
CCOc1cc(-c2nc3n(c(=O)c2C#N)CCS3)ccc1O	-3.6%	3.8%	9.1	23.3%	2.6%	-4.7	2.5	?	-1.5%	1.1
COc1ccc2nc(Nc3nc4cc5c(cc4s3)OCCO5)sc2c1	28.1%	-0.1%[46.1 µM]	-8.7	?	-1.2%	-16.9	-32.2	-6.1%	4.0%	-7.3
CC(C)c1ccc2c(c1)[C@H]1OCC[C@H]1[C@@H](c1cccs1)N2	0.0%	-3.1%[46.1 µM]	-2.0	?	1.3%	-33.7	7.5	-2.2%	32.1%	-6.5
COCCCNC(=O)CC(NCCCOC)C(=O)O (configuration not stated)	-0.6%	0.5%[46.1 µM]	5.9	-0.9%	4.0%	1.6	5.4	1.1%	-3.6%	1.6
CS(=O)(=O)c1ccc(C(=O)Nc2ccc(N3CCCC3)cc2)c(Cl)c1	?	-1.2%	-11.0	-4.0%	-2.6%	-5.5	6.4	17.8%	-1.8%	?
O=C(O)COc1ccccc1C=NNC(=O)c1ccc(NS(=O)(=O)c2cccs2)cc1	.	-3.5%	3.5	27.9%	2.6%	-5.5	-5.3	-0.9%	9.0%	.
O=C(CN1C(=O)CSc2ccc(S(=O)(=O)N3CCCCC3)cc21)NCc1ccccc1Cl	10.4%	3.8%	5.8	-1.4%	-3.3%	-1.6	3.7	-1.7%	-1.8%	22.1
CC(=O)Nc1sc2c(c1C(c1ccc(Cl)cc1)N1CCOCC1)CCCC2 (configuration not stated)	7.2%	-4.1%	-40.8	?	-1.9%	-8.3	-10.7	9.3%	.	15.2
Cc1c(O)ccc(C(=O)CN2CCN(c3ccc(F)cc3)CC2)c1O	?	1.3%	-17.8	0.3%	-1.0%	16.6	18.6	1.3%	2.4%	-2.0
CCc1nnc(NC(=O)CCN2C(=O)/C(=C/c3cc(OC)c(OC)c(OC)c3)SC2=S)s1	2.3%	-3.2%	6.7	4.5%	-1.2%	-5.2	2.1	-1.2%	-4.0%	0.3
COc1ccc(C(=O)COC(=O)/C=C/c2ccco2)cc1F	0.9%	4.2%	-2.9	18.9%	-1.4%	-4.1	12.1	-2.1%	12.0%	9.3
CCOC(=O)c1cc(CC)sc1NC(=O)CSc1nc2ccccc2c(=O)n1Cc1ccco1	0.6%	7.1%[46.1 µM]	-15.8	0.9%	2.3%	5.4	-1.7	2.7%	3.3%	2.2
CC(=O)/C(=N/Nc1ccc([N+](=O)[O-])cc1)N1CCCc2ccccc21	-4.0%	-6.0%	-25.7	-15.9%	12.5%	-33.3	2.5	9.3%	22.5%	4.9
Cc1ccc2c(c1)C(CCN)C(=O)N2Cc1ccccc1 (configuration not stated)	-5.8%	-1.3%	-6.1	.	1.0%	12.4	14.0	1.0%	.	-1.6
CCOc1cccc(C(=O)NC(=S)Nc2cccc(NC(=O)c3ccccc3Cl)c2)c1	7.8%	-0.9%[46.1 µM]	-2.4	8.2µM*	0.3%	17.5	-3.9	-3.2%	5.4%	6.1
CCN(C(=O)COC(=O)/C=C/c1c(C)nn(-c2ccccc2)c1C)C1CCS(=O)(=O)C1 (configuration not stated)	-1.3%	-1.1%	17.7	3.9%	7.6%	6.7	3.3	2.9%	29.2%	-1.8
O=C(COC(=O)[C@H](Cc1ccccc1)NC(=O)c1cccs1)NC1CCCCC1	0.8%	-2.5%[46.1 µM]	0.4	6.8%	-1.9%	10.6	11.4	-5.8%	.	-3.0
O=C1c2ccccc2C(=O)N1CCCON1C(=O)c2ccccc2C1=O	0.9%	-3.1%[46.1 µM]	16.5	-17.9%	0.3%	3.0	18.3	6.8%	-6.5%	-1.0
Cc1nnc(SCc2ccc3c(c2)OCO3)s1	-2.0%	0.2%	4.2	?	-1.4%	-23.4	3.1	-0.5%	.	-9.0
CN(CC(=O)Nc1ccccc1Cl)C1CCCCC1	-2.1%	-4.1%	-1.1	-0.2%	1.4%	-7.0	14.3	-9.7%	17.2%	5.9
Cc1ccc(SCc2cn3cc(Cl)ccc3n2)cc1	-1.5%	0.8%	-0.7	?	-4.5%	-10.8	6.6	-0.7%	15.8%	?
O=C(CN(C(=O)c1csnn1)c1ccc(Cl)cc1)NCc1ccc2c(c1)OCO2	2.5%	0.1%	-1.2	2.4%	-0.4%	26.1	-5.4	13.1%	-0.3%	-0.9
Cn1ccc(/C=N/N=C2/NC(=O)CS2)n1	3.0%	0.2%	1.7	13.9%	1.2%	0.1	-12.9	-3.2%	-2.3%	-6.2
CCCOC(=O)c1ccc(Oc2cn[nH]c2-c2ccc(O)cc2O)cc1	-1.3%	1.1%	0.3	0.0%	-0.3%	-16.0	-5.0	-22.9%	-3.2%	-5.9
CC(C)c1ccc(-c2nc(N3CCCC3)nc3n[nH]c(N)c23)cc1	4.2%	-14.7%	-7.2	-4.3%	-1.8%	-4.3	-0.4	-22.4%	-1.3%	4.5
C=CCn1c(SCC(N)=O)nc(C)cc1=O	-0.9%	2.5%	-4.2	-0.7%	4.2%	-5.8	-6.7	-27.1%	-0.8%	-3.1
COc1ccccc1NC(=S)N/N=C/c1ccc(O)cc1	0.1%	-5.5%[46.1 µM]	8.0	?	-2.0%	7.3	-1.0	5.6%	5.1%	1.9
N#CC1=C(N)Oc2[nH]c(=S)[nH]c(=O)c2C12C(=O)Nc1ccccc12 (configuration not stated)	8.0%	-3.7%	1.8	9.1%	9.3%	14.4	i	4.4%	-7.2%	-4.1
CC1=CC(=O)N(c2ccn(C)n2)C1=O	-4.4%	3.4%	-0.2	?	-0.4%	31.2	-6.5	2.2%	-4.3%	-0.1
O=S(=O)(c1ccc(Br)cc1)c1nc(-c2ccccc2)oc1NCCN1CCOCC1	0.1%	1.7%	-28.3	-24.5%	0.0%	4.8	3.1	5.3%	1.8%	8.0
O=C1C=C(NCCc2ccccc2)C2(CCCCC2)O1	-1.4%	31.4%	3.3	-9.0%	-0.3%	-7.8	-1.8	17.4%	5.9%	3.1
COc1ccc(C2c3c(oc4ccccc4c3=O)C(=O)N2CC2CCCO2)cc1 (configuration not stated)	5.5%	-14.0%	0.1	?	1.8%	-14.0	5.9	-5.9%[15.4 µM]	18.8%	-2.2
CCOc1ccc(/C(O)=C2\C(=O)C(=O)N(c3ccc(OC)cc3)C2c2ccccc2[N+](=O)[O-])cc1 (configuration not stated)	-5.4%	5.4%	3.1	?	-15.7%	-4.6	-3.3	-18.1%	6.3%	-2.9
Cc1ccc(Cl)cc1N1CCN(Cc2nc3c(c(=O)[nH]c(=O)n3C)n2CCc2ccccc2)CC1	1.5%	1.7%	-9.4	13.8%	3.4%	4.5	0.2	-19.7%	-0.2%	6.3
Cc1cccc(C(=O)NC(NC(=S)Nc2ccc(S(N)(=O)=O)cc2)C(Cl)(Cl)Cl)c1 (configuration not stated)	-1.1%	-7.1%[46.1 µM]	-0.7	?	1.0%	5.4	2.1	-7.9%	-14.0%	-4.9
O=C(C1COc2ccccc2O1)N1CCN(c2nc3ccc([N+](=O)[O-])cc3s2)CC1 (configuration not stated)	-2.6%	-3.9%	-4.0	?	-1.5%	5.8	2.1	-11.0%	5.1%	-3.5
COc1cccc(-c2cnc(NCc3cc(Cl)ccc3O)n2C)c1	10.0%	-1.0%	-37.8	?	1.9%	-11.6	5.8	-5.8%	0.1%	1.8
COC(CNC(=O)c1ccc(CS(=O)(=O)c2ccc(Br)cc2)o1)OC	4.3%	-3.1%	-6.1	12.4%	8.6%	4.6	-10.3	-14.2%	-4.5%	-4.5
O=C(c1ccccc1)N1N=C(c2ccccc2)CC1c1ccc2nccnc2c1 (configuration not stated)	23.9%	-1.6%[46.1 µM]	-2.2	1.9%	4.7%	12.7	-6.8	-2.1%	-6.2%	13.4
COc1ccc(CNC(=O)Cn2cnc3c(=O)n(C)c(=O)n(C)c32)cc1	2.2%	-6.6%	5.9	14.2%	1.1%	14.7	2.5	3.7%	-2.3%	-6.8
